Assay outcomes from PubChem BioAssay.
HEK293 NOD2/NF-kB – inhibition of NOD2-driven NF-kB reporter – cell-based, luminescence, uHTS, HEK293 (AID 1566) | one-dose inhibition, % at 4 µM; EC50 in µM for titrated hits | HEK293 NOD2/NF-kB luciferase reporter, luminescence; higher % means a stronger effect | actives 0.63% (n = 290,000); also: many of its hits are not listed in these tables
NOD1 inhibition – inhibition of NOD1-driven NF-kB reporter – cell-based, luminescence, uHTS, primary screen (AID 1578) | NOD1-driven NF-kB luciferase reporter cells, luminescence; higher % means a stronger effect | inhibition, % at 4 µM, or EC50 in µM where a hit was titrated | actives 1% (n = 290,000); in the data active = inhibition mostly above about 36%, no sharp cut-off; inactive = mostly below about 34%;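 also: HEK-293T reporter cells stimulated with the NOD1 agonist gamma-tri-DAP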
GPR55 beta-arrestin – selective activators of receptor GPR55 – imaging, U2OS cells, beta-arrestin-GFP redistribution, primary screen (AID 1961); U2OS GPR55 beta-arrestin-GFP redistribution imaging; higher % means a stronger effect; activation, % at 10 µM, or EC50 in µM where a hit was titrated; actives 0.048% (n = 290,000);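 active = activation above 40% with more than 50 cells counted in the well; inconclusive = wells holding fewer than 50 cells, flagged as toxic or sparse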;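 also: U2OS osteosarcoma cells stably expressing GPR55 and beta-arrestin-GFP; plate controls were DMSO negative control for no effect and LPI positive control for full effect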
Myeloid diff MLP – myeloid differentiation induction; AID 624256; ER-HoxA9 myeloid progenitors, lysozyme-GFP differentiation, flow cytometry; calls only at 10 µM; actives 1% (n = 360,000);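 active = normalized GFP-positive differentiation at or above the plate's own cutoff, the solvent-only control mean plus 3 SD; inconclusive = no clear call, values can overlap the other calls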;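 also: cells exposed to compound for four days before flow analysis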
GPR55 LPI antagonism – GPR55 antagonists blocking LPI-driven arrestin recruitment, primary screen, imaging, U2OS, beta-arrestin-GFP, LPI agonist (AID 2013) | U2OS GPR55 beta-arrestin-GFP translocation imaging, LPI antagonism; higher % means a stronger effect | actives 0.13% (n = 290,000) | inhibition, % at 10 µM, or IC50 in µM where a hit was titrated;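 active = spots per cell inhibited over 60%, with over 100 cells counted and total cytoplasm intensity under 500,000; inconclusive = wells with under 100 cells, flagged as likely toxic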;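 also: U2OS cells stably carrying GPR55 and arrestin-GFP stimulated by 5 µM LPI near EC80; imaged beta-arrestin-GFP aggregate spots per cell after agonist stimulation; plate controls were LPI-stimulated DMSO wells for no effect and DMSO wells without LPI for full effect; some results filed as inactive read as strong as hits; confirmed hits need IC50 under 10 µM and bright autofluorescent wells are also inconclusive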
NTR1 agonist – agonists of NTR1, primary screen, imaging, U2OS cells, beta-arrestin-GFP, high content (AID 493036); P30989; NTR1-U2OS beta-arrestin-GFP spot imaging, agonist mode; activation, % at 20 µM; actives 0.17% (n = 330,000);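 active = activation at or above 40% of the spot to cytoplasm intensity ratio, with at least 20 cells analyzed; inconclusive = wells under 20 cells, flagged as cytotoxic or low count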;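 also: 0% = DMSO without peptide and 100% = 100 nM NTR1 peptide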
Target sequence (P30989 whole entry, looked up): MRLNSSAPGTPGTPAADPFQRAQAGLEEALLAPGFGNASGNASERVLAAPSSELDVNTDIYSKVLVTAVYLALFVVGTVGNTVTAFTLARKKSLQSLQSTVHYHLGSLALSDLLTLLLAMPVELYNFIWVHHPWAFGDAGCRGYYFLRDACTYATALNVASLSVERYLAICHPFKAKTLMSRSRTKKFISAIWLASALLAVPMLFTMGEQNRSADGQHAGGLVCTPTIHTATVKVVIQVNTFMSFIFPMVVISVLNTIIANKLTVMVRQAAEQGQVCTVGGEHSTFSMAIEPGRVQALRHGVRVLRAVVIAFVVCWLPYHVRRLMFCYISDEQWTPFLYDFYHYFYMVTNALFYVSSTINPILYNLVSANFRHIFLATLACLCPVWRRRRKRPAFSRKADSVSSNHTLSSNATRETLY
KOR beta-arrestin-1 – KOR antagonists, beta-arrestin recruitment, cell-based, luminescence, uHTS (AID 1778). inhibition, % at 10 µM; hits with a dose series show IC50 in µM. KOR beta-arrestin recruitment, luminescence, antagonist mode; higher % means a stronger effect. actives 0.091% (n = 290,000); also: strong numbers were not always called active
KOR beta-arrestin-2 – KOR agonists, beta-arrestin recruitment, primary screen, cell-based, luminescence, uHTS (AID 1777) | KOR beta-arrestin recruitment, luminescence; higher % means a stronger effect | activation, % at 10 µM, or EC50 in µM where a hit was titrated | actives 0.02% (n = 280,000); in the data active = activation above about 50%, passing the limit was not always enough; also: a part of the inactive calls stands beside numbers as strong as those of hits
T cell modulator – T cell immune modulators affecting CD8 T cell-vesicle binding. 2C CD8+ T cell-vesicle binding, flow cytometry; stronger effect = lower value. actives 0.068% (n = 330,000). calls only at 7 µM;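 active = response, share of CD8 T cells binding vesicles, and their 90th percentile fluorescence all below set limits, cut at about 80% in these data, passing the limit was not always enough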
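Material: 2C TCR transgenic mouse naive CD8+ T cells, MACS-purified. Also added: QL9-charged Drosophila Ld/ICAM-1/B7-1 vesicles. Timing: binding 1.5 h at 37 °C. Measured by: high-throughput flow cytometry with anti-B7-1 and anti-CD8 staining. Read-out: percent CD8+ FL2 mean versus row control. Controls: Unloaded micro-vesicles (low), QL9 vesicles with 0.7% DMSO (high).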
T cell modulator vesicle-bound % – second read-out of T cell modulator, no call of its own (marks repeat the call); double positive events, %; measured here: CD8+ vesicle-bound cell fraction;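 binding gate set so that unloaded-vesicle control wells show 10% double positive cells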
NTR1 agonist cell count 20 µM – further read-out of NTR1 agonist, marked with its call; cell count; measured here: cell count, cytotoxicity flag
Myeloid diff MLP GFP+ MAC1+ % – second read-out of Myeloid diff MLP, no call of its own (marks repeat the call); GFP+ MAC1+ double positive, %; measured here: differentiation confirmed by MAC1 staining
* marks the source's active call; other numbers are inactive results; i = inactive; ? = inconclusive; . = no result given; + = active, no number; [ ] = dose if it differs, or a comment. Rule as the data show it, unless noted: active = inhibition above about 50%; inactive = the rest. The list is partial; the hit share may differ from the screen's.

SMILES	HEK293 NOD2/NF-kB	NOD1 inhibition	GPR55 beta-arrestin	Myeloid diff MLP	Myeloid diff MLP GFP+ MAC1+ %	GPR55 LPI antagonism	NTR1 agonist	NTR1 agonist cell count 20 µM	KOR beta-arrestin-1	KOR beta-arrestin-2	T cell modulator	T cell modulator vesicle-bound %
COc1cccc(CN(C)CC(O)COc2cc(Cl)ccc2Cl)c1 (stereo unspecified)	6%	-5%	-0.2%	i	0.5	12%	2.1	44	-43%	-3.2%	i	7
Cc1cc(C(=O)Nc2ccncc2)c2ccccc2n1	-4%	-43%	0.0%	i	0.5	6%	-0.3	69	-20%	-0.1%	i	68
Cc1cccc2cc3c(NC(=O)c4ccccn4)nn(C)c3nc12	8%	-80%	0.2%	i	0.3	6%	2.1	73	-22%	5.2%	i	53
O=C(COc1ccc2ccccc2c1)Nc1nccs1	-183%	21%	-0.2%	i	0.5	0%	0.3	67	2%	-2.3%	i	43
CC(=O)N1CCc2cc(S(=O)(=O)CCC(=O)Nc3ccccc3F)ccc21	14%	-6%	-0.2%	+	15*	11%	0.2	55	-24%	-0.3%	i	47
O=C(/C=C/c1ccco1)Nc1nnc(-c2ccco2)s1	-60%	-26%	0.2%	+	2.3*	0%	-0.1	38	-54%[20 µM]	.	i	46
CCOc1cccc(CN2CCN(Cc3ccc(C)o3)C(CCO)C2)c1O (stereo unspecified)	8%	-22%	0.3%	i	0.4	5%	3.2	35	-3%[20 µM]	.	i	15
COc1cccc(OC)c1C(=O)NC(=O)NNc1cc(C(F)(F)F)cc(C)n1	-10%	-38%	-0.1%	i	0.6	14%	-0.2	71	6%	-5.8%	i	15
CP(C)(=O)CCP(=O)(c1ccccc1)c1ccccc1	12%	-28%	-0.2%	i	0.1	3%	-1.3	81	-14%	-3.4%	i	44
CC1=CS/C(=C(/C#N)C(=O)NCc2ccco2)N1c1ccccc1	37%	4%	0.3%	i	3.7	6%	-0.3	98	-31%	5.8%	i	29
C[C@@H](NC(=O)CN1C(=O)c2ccccc2S1(=O)=O)c1ccccc1	12%	-19%	-0.1%	i	4.3	4%	-0.1	66	17%	-1.7%	i	8
O=C(c1cc(-c2cccc(Cl)c2)nc2ccccc12)N1CCCC1	16%	15%	-0.1%	i	2.1	13%	-0.6	45	4%	-2.1%	i	69
O=[N+]([O-])c1cc2oc3c(c2c(C=NCc2ccccc2)c1O)CCCC3	12%	-6%	-0.4%	i	0.8	9%	0.9	63	-21%	22%	i	42
O=c1oc2ccccc2c(NC(c2ccccc2)c2ccccc2)c1[N+](=O)[O-]	9%	-16%	0.4%	i	0.4	2.8µM*	-0.1	83	16%	2.5%	i	26
Cc1cccc(-c2nc3c(c(=O)c4ccccc4n3C)c(=O)n2-c2ccccc2)c1	-1%	4%	0.0%	i	0.3	-4%	8.4	51	-4%	2.3%	i	27
CCOc1ccc(CN(C)CC(=O)NCc2ccccc2)cc1	5%	-7%	0.2%	i	0.4	-6%	0.7	46	2%	0.2%	i	15
COc1ccc(/C=N/NC(=O)c2[nH]c(C)c(C(=O)N/N=C/c3ccc(OC)cc3)c2C)cc1	4%	-3%	0.1%	i	0.2	4%	0.3	54	22%	-5.9%	i	45
O=C1CCC(C(=O)Nc2ccc(Cl)cc2)N1 (stereo unspecified)	-27%	-42%	-0.1%	i	0.5	7%	-0.8	61	7%	2.2%	i	61
COc1ccc(-c2nc(NC(=O)Cn3cnnn3)sc2C)cc1	-15%	-32%	0.4%	i	0.2	-2%	0.0	41	-4%	-0.6%	i	30
Cc1cccc(CN2CCN(CC(=O)NCc3cccs3)C2=O)c1	10%	-8%	-0.1%	i	0.7	-3%	-1.1	75	-23%	-8.1%	i	38
Cc1cc(C)cc(NC(=O)COC(=O)CN=C2NS(=O)(=O)c3ccccc32)c1	-9%	-54%	-0.1%	i	0.4	-1%	0.1	42	-36%	-0.2%	i	30
Cc1ccc2c(c1)N(CC(=O)N1CCCCCC1)C(=O)C(C)O2 (stereo unspecified)	-17%	-8%	0.3%	i	0.9	-6%	0.1	46	-9%	-2.3%	i	30
CCOC(=O)c1c(C)[nH]c(C)c1S(=O)(=O)N1CCN(c2ccc([N+](=O)[O-])cc2)CC1	-7%	-7%	-0.1%	?	.	3%	0.3	68	-9%	0.8%	i	40
Nn1c(SCC(=O)Nc2ccc3c(c2)OCCO3)nnc(CCC(=O)O)c1=O	0%	-24%	-0.2%	i	3.4	9%	0.0	69	27%	-3.3%	i	11
COc1cc(C(=O)Oc2ccc3ccc(O)cc3c2)cc(OC)c1OC	1%	30%	-0.2%	i	0.5	-5%	11	77	-23%	6.6%	i	43
SMILES	HEK293 NOD2/NF-kB	NOD1 inhibition	GPR55 beta-arrestin	Myeloid diff MLP	Myeloid diff MLP GFP+ MAC1+ %	GPR55 LPI antagonism	NTR1 agonist	NTR1 agonist cell count 20 µM	KOR beta-arrestin-1	KOR beta-arrestin-2	T cell modulator	T cell modulator vesicle-bound %
O=C(CCC(=O)c1ccccc1)NCCc1c[nH]c2ccccc12	-4%	-32%	1.6%	i	3.3	7%	15	69	-7%	-0.1%	i	24
Clc1ccc(-c2nc3ncccn3c2Nc2ccc3c(c2)OCO3)cc1	-6%	-16%	-0.1%	i	0.8	-3%	2.9	90	-8%	2.6%	i	58
Cn1c(=N)n(CC(=O)c2ccc(Cl)c(Cl)c2)c2ccccc21	-21%	-2%	0.0%	i	0.7	10%	1.0	94	-69%	-2.0%	i	21
Cn1c(=O)[nH]c(=O)c2c1nc(NCCN)n2CCOc1ccccc1	6%	-15%	0.6%	i	0.3	-6%	-0.4	66	-31%[20 µM]	-2.2%	i	38
Cc1cc(OCc2cccc(Cl)c2)c(C)cc1CN1CCOCC1	-7%	-33%	0.4%	i	0.5	-1%	-0.4	66	-30%	0.4%	i	45
COC(=O)C1CCN(c2cc(=O)n(-c3ccccc3Cl)c(=O)[nH]2)CC1	-9%	-2%	-0.1%	i	3.6	2%	0.8	74	-85%	8.8%	i	28
O=C(Nc1ccc(F)cc1F)c1ccc(-n2cccn2)c([N+](=O)[O-])c1	-6%	-37%	-0.1%	i	0.5	5%	-0.1	35	-5%[20 µM]	-3.8%	i	51
O=C(CCc1nc2ccccc2s1)Nc1cccnc1	10%	-23%	-0.5%	i	0.7	-2%	0.4	68	-7%	-1.6%	i	24
CCN(CC)S(=O)(=O)c1ccc(C(=O)NCCOC(=O)c2ccc(F)cc2F)cc1	4%	-2%	0.6%	i	0.8	5%	2.0	60	-1%	4.1%	i	33
Brc1ccccc1OCCCOc1cccc2cccnc12	-24%	-20%	-0.2%	i	0.3	8%	2.4	59	1%[20 µM]	-3.7%	i	54
O=C(Nc1ccccc1Cc1ccccc1)C1CC(=O)N(c2ccc3c(c2)OCCO3)C1 (stereo unspecified)	8%	-16%	0.0%	i	0.8	11%	-1.6	62	-9%	-2.1%	i	59
COC(=O)c1ccc(-n2cnc(Cl)n2)c(F)c1	7%	-1%	-0.2%	i	6.3	8%	-0.7	69	1%	-1.7%	i	33
NS(=O)(=O)c1ccc(CCNC2CC(=O)N(CCc3ccccc3)C2=O)cc1 (stereo unspecified)	-2%	4%	-0.2%	i	1.0	-3%	-0.3	60	-19%	5.7%	i	32
O=C(c1ccccc1)c1ccc2c(c1)OCCOCCOCCOCCO2	-29%	25%	0.3%	i	0.9	9%	4.1	42	15%	5.9%	i	30
CCN(CC)CCN(C(=O)c1ccc(C(=O)c2ccccc2)cc1)c1nc2ccc(OC)cc2s1	10%	15%	-0.1%	i	0.3	24%	1.7	67	-12%	8.8%	i	62
c1ccc(CNc2nc(N3CCN(Cc4ccccc4)CC3)nc3ccccc23)cc1	13%	-3%	-0.1%	i	0.0	16%	25	40	-141%	8.0%	i	19
CCc1ccccc1NC(=S)N(Cc1cccc(C)c1)c1cccnc1	13%	-10%	-0.6%	.	.	1%	0.5	54	1%	0.5%	i	48
CCN1CCN(c2ncnc3scc(-c4ccc(C)c(C)c4)c23)CC1	14%	-3%	.	i	0.3	-10%	3.2	64	14%	13%	i	33
COc1ccc(-c2[nH]ncc2CN(C)C(C)c2ccon2)cc1F (stereo unspecified)	6%	-42%	0.1%	.	.	-8%	2.0	39	-14%	-3.1%	i	49
COc1ccc(NC(=S)N2CCCC2)c(OC)c1	-3%	-24%	0.2%	i	0.7	1%	-0.9	34	-14%	-3.6%	i	8
Cc1ccc(OCC(=O)Nc2ccc(S(=O)(=O)Nc3ccccn3)cc2)cc1C	17%	5%	-0.6%	i	0.3	0%	0.0	37	-6%	-2.7%	i	31
Cc1sc2nc(CN3CCOCC3)nc(Cl)c2c1C	5%	-34%	-0.2%	i	0.5	23%	2.7	54	18%	-1.2%	i	43
O=C(O)C1C2CCC(C2)C1C(=O)NCc1ccco1 (stereo unspecified)	15%	21%	-0.1%	i	1.0	-5%	-1.9	41	-17%	18%	i	20

Four structures already listed, sorted by molecular weight, falling.
SMILES	HEK293 NOD2/NF-kB	NOD1 inhibition	GPR55 beta-arrestin	Myeloid diff MLP	Myeloid diff MLP GFP+ MAC1+ %	GPR55 LPI antagonism	NTR1 agonist	NTR1 agonist cell count 20 µM	KOR beta-arrestin-1	KOR beta-arrestin-2	T cell modulator	T cell modulator vesicle-bound %
c1ccc(CNc2nc(N3CCN(Cc4ccccc4)CC3)nc3ccccc23)cc1	13%	-3%	-0.1%	i	0.0	16%	25	40	-141%	8.0%	i	19
O=C(c1ccccc1)c1ccc2c(c1)OCCOCCOCCOCCO2	-29%	25%	0.3%	i	0.9	9%	4.1	42	15%	5.9%	i	30
CCN1CCN(c2ncnc3scc(-c4ccc(C)c(C)c4)c23)CC1	14%	-3%	.	i	0.3	-10%	3.2	64	14%	13%	i	33
COc1ccc(NC(=S)N2CCCC2)c(OC)c1	-3%	-24%	0.2%	i	0.7	1%	-0.9	34	-14%	-3.6%	i	8
